Bioassay records as filed in PubChem BioAssay.
T cruzi growth – inhibitors of T. cruzi proliferation; 5.9% of 77,000 active; T. cruzi beta-gal in NIH3T3, GalScreen luminescence, 90 h; inhibition, % at 8.34 µM;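 active = mean inhibition above about 93%, with at least 55% of replicates each passing it, limit read from the data, passing the limit was not always enough; inconclusive = only one of those two conditions holds; inactive = neither condition holds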
KDM4C inh – KDM4C (human) demethylase inhibition; Q9H3R0; GST-KDM4C 2-372, H3K9me3 peptide, LANCE TR-FRET; inhibition, % at 12.5 µM; 0.15% of 96,000 active; AID 720574;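 active = mean replicate inhibition above about 25%, with at least 55% of replicates also reaching it, limit read from the data, passing the limit was not always enough; inconclusive = only one of those two conditions met; inactive = neither condition met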
Target sequence (Q9H3R0 2-372 limits assumed): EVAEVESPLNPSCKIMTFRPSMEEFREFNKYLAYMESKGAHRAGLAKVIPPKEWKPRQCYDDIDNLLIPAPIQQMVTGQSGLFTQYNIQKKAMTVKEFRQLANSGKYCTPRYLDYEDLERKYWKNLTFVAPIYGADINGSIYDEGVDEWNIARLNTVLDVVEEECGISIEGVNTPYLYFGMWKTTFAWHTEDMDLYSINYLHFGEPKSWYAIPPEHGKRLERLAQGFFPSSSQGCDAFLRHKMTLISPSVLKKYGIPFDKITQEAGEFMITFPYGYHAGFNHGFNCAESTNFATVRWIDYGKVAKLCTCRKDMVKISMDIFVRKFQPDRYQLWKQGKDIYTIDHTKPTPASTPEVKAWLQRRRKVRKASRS
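reagent = H3K9me3 peptide substrate, Fe(II), 2-oxoglutarate | system = GST-tagged GASC-1 (JMJD2C) catalytic fragment, aa 2-372 | amount = enzyme final amount 10 nM | read-out = Fall in 671/618 emission ratio as inhibition | medium = HEPES buffer, pH 7.5, plus ascorbate | schedule = 30 min reaction, 60 min detection, RT | measured by = LANCE TR-FRET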
Pf Dd2 inh – P. falciparum Dd2 growth inhibition | SYBR Green, 72 h; active compounds read low | activity change, % at 10 µM | 2.3% of 94,000 active | AID 1159554; in the data active = activity change below about -80%; inconclusive = no clear call, values can overlap the other calls
C diff growth – inhibitors of Clostridium difficile growth; 0.25% of 86,000 active; Clostridium difficile clinical isolate growth, OD600, 24 h; active compounds read low; growth activity, negative = inhibition, % at 16 µg/mL (by protocol);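 active = mean growth activity at or below -80% and every replicate also at or below -80%; inconclusive = mean at or below -80% but some replicate above -80%; inactive = mean growth activity above -80%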;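 also: 0% = DMSO wells and -100% = levofloxacin 16 µg/mL wells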
Active calls of the source: *; ? = inconclusive; · = not tested or not shown.

SMILES	T cruzi growth	KDM4C inh	Pf Dd2 inh	C diff growth
COc1ccc(S(=O)(=O)N(C)C[C@@H]2Oc3c(NC(=O)Nc4ccc5c(c4)OCO5)cccc3C(=O)N([C@H](C)CO)C[C@@H]2C)cc1	0.0	1.1	-34.3	2.5
O=C(C[C@H]1C[C@@H]2c3cc(NC(=O)C4CCOCC4)ccc3O[C@@H]2[C@H](CO)O1)NCc1ccccn1	21.1	0.2	-5.0	0.8
CC=Cc1ccc2n(c1=O)C[C@@H]1[C@@H](CO)[C@H](C(=O)NCC)N(Cc3cccc(F)c3)[C@H]21 (mixture of isomers)	59.4	2.3	-0.4	-7.2
COc1ccc(CN(C)C[C@H]2OCCCC[C@@H](C)Oc3ccc(NC(=O)c4ccncc4)cc3C(=O)N([C@H](C)CO)C[C@H]2C)cc1	26.4	-1.0	-38.0	2.8
CN(C)CC#Cc1ccc([C@@H]2[C@H](CO)N3C(=O)CN(C(=O)Cc4ccccc4)C[C@@H]23)cc1	·	1.1	27.3	23.7
COCC(=O)Nc1ccc2c(c1)OC[C@@H](C)N(C(=O)c1cnccn1)C[C@H](C)[C@@H](OC)CN(C)C2=O	14.7	2.4	-72.1	·
CO[C@H]1CN(C)C(=O)c2cc(NC(C)=O)ccc2OC[C@H](C)N(Cc2cccnc2)C[C@@H]1C	9.5	1.5	26.8	3.2
CCCNC(=O)N(C)C[C@@H]1Oc2cc(-c3ccccc3)ccc2S(=O)(=O)N([C@@H](C)CO)C[C@H]1C	26.5	0.0	-0.9	-1.7
COc1ccccc1-c1cnc2c(c1)C(=O)N([C@H](C)CO)C[C@H](C)[C@H](CN(C)C(=O)CN(C)C)O2	-29.6	0.7	29.8	-1.9
C[C@@H]1CN([C@@H](C)CO)C(=O)c2cc(NS(C)(=O)=O)ccc2O[C@@H](C)CCCCO[C@@H]1CN(C)C(=O)c1ccncc1	-57.4	0.7	61.7	-0.9
C[C@@H]1CCCCO[C@@H](CN(C)S(=O)(=O)c2ccc(F)cc2)[C@@H](C)CN([C@@H](C)CO)C(=O)c2cc(NS(=O)(=O)c3ccc(Cl)cc3)ccc2O1	102.8*	-0.3	-72.9	0.2
CCCNC(=O)N(C)C[C@@H]1Oc2cc(C#CC(C)C)ccc2S(=O)(=O)N([C@H](C)CO)C[C@H]1C	-20.2	·	-11.0	-3.0
COc1ccccc1C(=O)Nc1ccc2c(c1)C(=O)N(C)C[C@H](OC)[C@@H](C)CN(C(C)=O)[C@@H](C)CO2	-30.4	0.5	-6.9	·
Cc1noc(C)c1NC(=O)Nc1ccc2c(c1)CC(=O)N([C@@H](C)CO)C[C@H](C)[C@@H](CN(C)C(=O)Nc1cccc3ccccc13)O2	-24.9	-0.1	28.6	10.6
COc1ccccc1CN1[C@@H]2c3ccc(C4=CCCCC4)c(=O)n3C[C@H]1[C@H](CO)[C@H]2C(=O)N(C)C	-5.9	0.9	0.2	8.4
COc1cccc(C#Cc2ccc3c(c2)O[C@H](CN(C)S(=O)(=O)c2ccccc2F)[C@H](C)CN([C@@H](C)CO)S3(=O)=O)c1	124.7*	-5.0	-62.2	4.1
COc1ccc(-c2ccc3n(c2=O)C[C@H]2[C@H](CO)[C@@H](C(=O)N(C)C)N(CC4CC4)[C@@H]32)cc1	102.9*	16.6	-1.7	1.3
C[C@@H]1CN([C@H](C)CO)C(=O)c2cc(NC(=O)Cc3ccccc3)ccc2O[C@@H](C)CCCCO[C@H]1CN(C)C(=O)C1CCCCC1	42.0	0.6	-69.2	-2.0
O=C(Nc1cccc(Cl)c1)N1C[C@H]2[C@@H](c3ccccc31)[C@@H](CO)N2Cc1cccnc1	76.8	-1.6	-13.9	2.0
C[C@H](CO)N1C[C@H](C)[C@@H](CN(C)Cc2ccccc2)Oc2cc(C3=CCCC3)ccc2S1(=O)=O	92.6	-1.3	-45.5	10.2
O=C(C1CCOCC1)N1CC[C@@H]2[C@H](CO)Nc3ccc(-c4ccc(F)cc4)cc3[C@@H]21	?	3.1	14.3	13.0
C[C@@H](NC(=O)C[C@H]1CC[C@@H](NC(=O)Cc2ccccn2)[C@@H](CO)O1)c1ccccc1	-37.7	3.0	-4.2	·
O=S(=O)(NC[C@@H]1CC[C@@H]2[C@@H](CN2Cc2ccccc2C(F)(F)F)O1)c1ccccc1	·	·	30.3	-5.3
C[C@@H]1CCCCO[C@@H](CN(C)S(=O)(=O)c2cn(C)cn2)[C@@H](C)CN([C@@H](C)CO)C(=O)c2cc(NC(=O)Cc3ccccc3)ccc2O1	2.8	1.4	3.6	-4.1
CNC[C@H]1Oc2cc(C#CC(C)C)ccc2S(=O)(=O)N([C@@H](C)CO)C[C@H]1C	54.9	-5.4	-31.2	9.3
CCNC(=O)C[C@H]1CC[C@@H]2[C@H](COC[C@@H](O)CN2C(=O)Nc2ccc3c(c2)OCO3)O1	0.3	3.8	2.2	·
C[C@@H]1CN([C@H](C)CO)C(=O)c2cc(NC(=O)Cc3ccccc3)ccc2O[C@@H](C)CCCCO[C@H]1CN(C)S(=O)(=O)c1ccccc1	38.7	0.1	-66.7	·
C[C@@H]1CN([C@H](C)CO)C(=O)c2cc(NS(=O)(=O)c3ccc(F)cc3)ccc2O[C@@H]1CN(C)S(C)(=O)=O	16.1	-0.6	14.7	-3.5
COc1cccc(S(=O)(=O)Nc2ccc3c(c2)OC[C@H](C)N(Cc2ccccc2F)C[C@H](C)[C@@H](OC)CN(C)C3=O)c1	·	-0.1	-39.8	-5.5
O=C(O)C[C@H]1C[C@H]2c3cc(NC(=O)C4CCC4)ccc3O[C@H]2[C@@H](CO)O1	·	-2.1	24.0	-4.9
COc1cccc(NC(=O)Nc2ccc3c(c2)C(=O)N(C)[C@@H]2CC[C@@H](CC(=O)NCCc4ccccc4)O[C@@H]2CO3)c1	59.4	-1.2	·	-6.3
C[C@@H]1CN([C@H](C)CO)C(=O)c2cc(NS(=O)(=O)c3ccccc3)ccc2O[C@H]1CN(C)Cc1ccc(-c2ccccc2)cc1	72.4	-1.6	6.5	29.5
COCCNC(=O)C[C@H]1CC[C@@H]2[C@H](COc3ccc(NC(=O)Cc4ccccc4)cc3C(=O)N2C)O1	16.7	0.6	3.6	62.2
CC(=O)N1[C@@H](CO)[C@@H](c2ccccc2)C12CN(S(=O)(=O)c1ccccc1)C2	·	1.0	23.5	-6.7
O=C(C1CCCCC1)N1CC(=O)N2[C@H](CO)[C@H](c3ccc(Br)cc3)[C@@H]2C1	·	-0.1	38.4	4.0
COCC(=O)Nc1ccc2c(c1)[C@@H]1C[C@@H](CC(=O)NCc3ccccc3OC)O[C@@H](CO)[C@@H]1O2	-4.4	1.4	-18.4	-3.5
CC(=O)N(C)C[C@H]1Oc2ncc(C#Cc3cccc(F)c3)cc2C(=O)N([C@@H](C)CO)C[C@@H]1C	-5.8	7.5	1.3	-3.9
CCCC(=O)N1CC2(C1)CN(C(=O)CC)[C@H](CO)c1c2c2ccc(OC)cc2n1C	·	0.2	-16.4	-4.8
C[C@H](CO)N1C[C@H](C)[C@@H](CN(C)S(=O)(=O)c2cccc(C#N)c2)OCc2cnnn2CCCC1=O	-26.6	·	-0.4	·
C[C@H]1CN([C@@H](C)CO)C(=O)c2cccc(NC(=O)C3CCCCC3)c2O[C@H]1CN(C)S(=O)(=O)c1cccs1	20.4	9.8	-26.6	9.9
O=C(Nc1cc(F)ccc1F)N1CC(=O)N2[C@H](CO)[C@@H](c3ccc(-c4ccccc4)cc3)[C@@H]2C1	·	0.1	-16.5	-4.7
O=C(NCC[C@H]1CC[C@H](NC(=O)c2ccncc2)[C@@H](CO)O1)Nc1ccc(Cl)cc1	-15.0	-1.0	13.8	22.0
CNC[C@H]1Oc2cc(-c3cncnc3)ccc2S(=O)(=O)N([C@@H](C)CO)C[C@H]1C	62.7	0.0	·	0.7
C[C@@H]1CN([C@H](C)CO)C(=O)c2cc(NC(=O)C3CC3)ccc2O[C@@H]1CN(C)C(=O)NC1CCCCC1	56.9	1.4	9.7	2.0
CCC(=O)N[C@@H]1C=C[C@@H](CC(=O)NCCN2CCCCC2)O[C@@H]1CO	14.5	·	24.8	-9.5

Reprinted from the part before: 4 compounds, followed by the next part.
SMILES	T cruzi growth	KDM4C inh	Pf Dd2 inh	C diff growth
O=C(NCC[C@H]1CC[C@H](NC(=O)c2ccncc2)[C@@H](CO)O1)Nc1ccc(Cl)cc1	-15.0	-1.0	13.8	22.0
CNC[C@H]1Oc2cc(-c3cncnc3)ccc2S(=O)(=O)N([C@@H](C)CO)C[C@H]1C	62.7	0.0	·	0.7
C[C@@H]1CN([C@H](C)CO)C(=O)c2cc(NC(=O)C3CC3)ccc2O[C@@H]1CN(C)C(=O)NC1CCCCC1	56.9	1.4	9.7	2.0
CCC(=O)N[C@@H]1C=C[C@@H](CC(=O)NCCN2CCCCC2)O[C@@H]1CO	14.5	·	24.8	-9.5
CN(C)C(=O)C[C@@H]1C[C@@H]2c3cc(NC(=O)Nc4ccc(C(F)(F)F)cc4)ccc3O[C@@H]2[C@H](CO)O1	-19.9	-0.5	-4.9	1.0
CC(C)NC(=O)N(C)C[C@H]1OCCCC[C@H](C)Oc2ccc(NS(=O)(=O)c3cccs3)cc2C(=O)N([C@@H](C)CO)C[C@@H]1C	-15.3	-0.8	·	5.5
CS(=O)(=O)N1CCCCN2[C@@H](CO)[C@H](c3ccc(C#Cc4ccccn4)cc3)[C@@H]2C1	?	-0.5	-39.5	2.3
CCCC(=O)Nc1ccc2c(c1)C(=O)N(C)C[C@@H](OC)[C@H](C)CN(CCC)[C@H](C)CO2	-3.7	2.5	·	-0.2
C[C@@H]1CCCCO[C@@H](CN(C)Cc2ccc(C(=O)O)cc2)[C@H](C)CN([C@@H](C)CO)C(=O)c2cc(N(C)C)ccc2O1	29.5	1.3	23.6	0.6
C[C@@H]1CN([C@@H](C)CO)C(=O)c2cc(NC(=O)Nc3ccc(F)cc3)ccc2O[C@H]1CN(C)Cc1ccc(Cl)c(Cl)c1	48.7	-0.1	-6.9	2.3
CCCC(=O)Nc1ccc2c(c1)C(=O)N(C)C[C@@H](OC)[C@@H](C)CN(C(C)=O)[C@H](C)CO2	-4.8	0.5	17.3	-1.7
C/C=C/c1ccc([C@@H]2[C@@H](CO)N(C(C)=O)C23CN(C(=O)c2cnccn2)C3)cc1	·	-0.4	-20.1	-10.6
CO[C@H](CN(C)CC1CCOCC1)[C@@H](C)CN(C(=O)Nc1ccc(F)cc1)[C@@H](C)CO	-7.6	-0.8	17.5	·
CO[C@H]1CN(C)C(=O)c2cc(NS(=O)(=O)c3ccccc3)ccc2OC[C@H](C)N(Cc2cccnc2)C[C@H]1C	46.9	2.0	3.4	·
C[C@H]1CN([C@@H](C)CO)C(=O)Cc2cc(NC(=O)Nc3ccc(C(F)(F)F)cc3)ccc2O[C@H]1CN(C)C(=O)NC1CCCCC1	60.7	·	-20.2	5.5
COCC(=O)N1CC2(C1)[C@H](c1ccc(-c3ccccc3)cc1)[C@@H](CO)N2C(C)=O	·	-1.5	53.7	-3.9
CCS(=O)(=O)N1CC2(C1)[C@H](c1ccccc1)[C@H](CO)N2C(=O)C1CC1	·	-0.1	25.9	2.9
CN1C(=O)c2cc(NC(=O)CC(F)(F)F)ccc2OC[C@H]2O[C@@H](CC(=O)NC3CCC3)CC[C@@H]21	1.1	0.0	9.4	4.1
CCCNC(=O)N(C)C[C@@H]1Oc2ncc(C#CC3CCCCC3)cc2C(=O)N([C@@H](C)CO)C[C@@H]1C	46.7	0.7	-27.1	-1.4
COCC#Cc1cnc2c(c1)C(=O)N([C@@H](C)CO)C[C@H](C)[C@@H](CN(C)C(=O)Nc1cccc(F)c1)O2	39.8	-2.2	6.9	1.7
COc1ccccc1C#Cc1ccc2c(c1)O[C@H](CN(C)C)[C@@H](C)CN([C@@H](C)CO)S2(=O)=O	·	-1.3	-52.6	-0.2
COCC(=O)Nc1ccc2c(c1)OC[C@@H](C)N(CCC(F)(F)F)C[C@@H](C)[C@@H](OC)CN(C)C2=O	8.6	-0.5	9.2	-0.4
C[C@H](CO)N1C[C@H](C)[C@@H](CN(C)C(=O)C2CC2)Oc2cc(-c3ccccc3)ccc2S1(=O)=O	78.9	-0.1	-1.7	-4.8
C/C=C/c1ccccc1[C@@H]1[C@@H](C#N)N(C(=O)NC2CCCCC2)[C@H]1CO	·	-0.5	2.0	-2.8
O=C([C@@H]1[C@@H](CO)[C@@H]2Cn3c(ccc(C4=CCCCC4)c3=O)[C@H]1N2)N1CCCCC1	44.6	0.7	·	0.9
C[C@@H]1CN([C@H](C)CO)C(=O)c2cc(Br)cnc2O[C@@H]1CN(C)C(=O)c1ccccn1	·	1.3	41.9	-3.2
C[C@@H]1CN([C@H](C)CO)C(=O)c2cccc(NC(=O)Nc3ccc(C(F)(F)F)cc3)c2O[C@@H]1CN(C)Cc1ccc(C(=O)Nc2ccccc2N)cc1	·	-0.1	-90.2*	39.5
